# NPSR antagonist: antagonists of human neuropeptide S receptor cAMP signaling | Q6W5P4 | CHO-NPSR cells, cAMP TR-FRET, antagonist mode | Potency, µM (top dose mostly 38.3 µM), for inactives: at the top dose activity change, negative = inhibition, hits mostly inhibitors | 220,000 compounds, 1% hits; note: % is set by controls: 0 for no effect and ±100 for the full control effect; nearly all actives have a fitted effect of over 50% in size; many of its hits are not listed in these tables
# GAA spleen mod: lysosomal alpha-glucosidase (human) modulation; P10253; human spleen homogenate, 4-MU-alpha-glucoside fluorescence; Potency, µM (highest dose often 79.9 µM), for inactives: top-dose activity change, negative = inhibition, actives largely listed as inhibitors; 240,000 compounds, 0.006% hits;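 note: 0% = enzyme with vehicle and -100% = no enzyme basal signal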
#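 Compounds were titrated against alpha-glucosidase in spleen homogenate at pH 5.0, with 1 mM 4-methylumbelliferyl substrate for 40 min at 37 C. Reactions were quenched with pH 10 NaOH/glycine and fluorescence measured.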
# GAA glycogen: alters human alpha-glucosidase cleavage of glycogen | Potency, µM (titrated, usually from 76.4 µM), inactives show at the top dose activity change, negative = inhibition, usual class: inhibitors | recombinant GAA, glycogen substrate, Amplex Red glucose oxidase fluorescence | 300,000 compounds, 0.38% hits | P10253 | AID 2100;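 note: 0% = full enzyme reaction and -100% = no-enzyme basal signal; the screen sought inhibitors and activators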
#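 Recombinant human alpha-glucosidase (4 nM final) hydrolysed bovine liver glycogen (30 ug) for 40 min at 37 C in pH 5.0 citrate/phosphate with 0.01% Tween-20. Released glucose detected by glucose oxidase/Amplex Red, Ex 573/Em 610 nm. Compounds up to 77 uM; AC50 from Hill fits.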
# Tau fluor counter: counter-screen for tau fibril formation inhibitors. 280,000 compounds, 0.93% hits. tau K18 P301L (four-repeat tau fragment) Alexa594 fluorescence, heparin fibrillization. AID 1463. Potency, µM (top dose mostly 57.7 µM), inactives show top-dose activity change, negative = decrease; note: % is set by controls: 0 for no effect and ±100 for the full control effect; nearly all actives have a fitted effect of over 55% in size
#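 Human K18 P301L tau (15 uM unlabeled plus 0.24 uM Alexa 594-labeled, final) in 100 mM sodium acetate pH 7 was mixed with compound and 20 uM heparin and incubated 6 hr at 37 C.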
# GAA inhib: blocks human lysosomal alpha-glucosidase; AID 1466; P10253; 200,000 compounds, 0.005% hits; purified human GAA, 4-MU-alpha-glucoside fluorescence; Potency, µM (titrated, usually from 76.9 µM), for inactives: top-dose activity change, negative = inhibition, actives largely listed as inhibitors;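 note: plate controls were uninhibited enzyme wells for no effect and no-enzyme background for full effect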
#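 Human enzyme at 4 nM with 400 uM 4-methylumbelliferyl-alpha-D-pyranoside, citrate/phosphate buffer pH 5.0, 0.005% Tween-20, 20 min at room temperature. Compounds up to 77 uM. 4-MU fluorescence (Ex 365/Em 440) read after NaOH/glycine stop; AC50 from Hill fit.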
# ALDH1A1 inh: blocks purified human ALDH1A1 activity. 220,000 compounds, 7.3% hits. P00352. Purified ALDH1A1, NADH fluorescence, propionaldehyde substrate. Potency, µM (highest dose often 75.3 µM), for the others: at the top dose activity, negative = inhibition, most hits filed as inhibitors; active = well fitted inhibition curve with a large enough effect, not every such curve was filed as active; inconclusive = small, poorly fitted or top-dose-only effect, or another doubt; inactive = no such curve, though single readings can be large or run the other way;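 note: plate controls were no enzyme wells and a reference inhibitor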
# Target sequence (P00352 whole entry, looked up): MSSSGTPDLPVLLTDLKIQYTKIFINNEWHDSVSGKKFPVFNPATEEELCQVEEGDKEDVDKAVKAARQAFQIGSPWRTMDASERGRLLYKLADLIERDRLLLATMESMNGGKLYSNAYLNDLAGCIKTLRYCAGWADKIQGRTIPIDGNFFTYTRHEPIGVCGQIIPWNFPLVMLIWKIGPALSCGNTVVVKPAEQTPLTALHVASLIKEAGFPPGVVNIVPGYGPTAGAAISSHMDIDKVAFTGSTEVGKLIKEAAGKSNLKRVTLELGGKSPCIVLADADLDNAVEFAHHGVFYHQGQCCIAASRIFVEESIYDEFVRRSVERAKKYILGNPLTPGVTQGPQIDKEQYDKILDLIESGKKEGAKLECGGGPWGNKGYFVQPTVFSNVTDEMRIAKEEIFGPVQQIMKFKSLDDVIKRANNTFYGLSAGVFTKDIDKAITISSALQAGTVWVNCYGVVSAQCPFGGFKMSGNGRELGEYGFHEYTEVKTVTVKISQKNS
# GLA spleen mod: inhibitors or activators of human alpha-galactosidase in spleen homogenate | P06280 | human spleen homogenate, 4MU-alpha-Gal fluorescence, 40 min | Potency, µM (top dose mostly 80 µM), without a hit: top-dose activity change, negative = inhibition, most hits filed as inhibitors | 240,000 compounds, 0.008% hits;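 note: 0% = enzyme with vehicle and -100% = no enzyme basal signal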
# Target sequence (P06280 32-429 limits assumed): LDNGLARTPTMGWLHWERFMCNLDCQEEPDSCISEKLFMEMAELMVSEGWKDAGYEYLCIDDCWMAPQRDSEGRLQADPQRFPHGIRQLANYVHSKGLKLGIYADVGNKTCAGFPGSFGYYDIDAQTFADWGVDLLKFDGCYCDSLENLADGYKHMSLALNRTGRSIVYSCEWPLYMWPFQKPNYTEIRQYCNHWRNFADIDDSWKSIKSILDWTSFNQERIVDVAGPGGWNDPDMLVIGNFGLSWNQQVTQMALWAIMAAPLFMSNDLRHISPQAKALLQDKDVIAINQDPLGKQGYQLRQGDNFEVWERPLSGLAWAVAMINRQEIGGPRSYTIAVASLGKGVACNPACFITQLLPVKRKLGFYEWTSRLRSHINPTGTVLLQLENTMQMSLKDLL
#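 Fluorogenic readout (Ex 365/Em 440 nm) of 4-methylumbelliferone released from 1 mM 4-MU-alpha-galactoside by spleen homogenate, 40 min at 37C, pH 5.0. Data normalized to no-enzyme and enzyme controls; Hill-equation AC50 from compound titrations.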
# Epigenetic derep: regulators of epigenetic silencing causing reporter derepression in mouse cells; murine LDR cells, GFP reporter derepression, 30 h; Potency, µM (series often up to 53.9 µM), without a hit: top-dose GFP activation, usual class: activators; 280,000 compounds, 0.2% hits; AID 1865; note: % of control where 0% means no effect; nearly all actives have a fitted effect of over 60% in size
#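 GFP-positive cell count by laser-scanning cytometry (objects 20–120 um) after 30 h, 37 C compound exposure of murine LDR cells; reporter is CMV-GFP integrated at a silenced locus, inducible by HDAC or DNMT inhibitors.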
# Numbers without * were called inactive; ? = inconclusive; · = not tested or not shown; [ ] = dose if it differs, or a comment. Unless noted, calls come from the whole dose curve; as a rule, active = well fitted curve in the direction sought with a large enough effect; inconclusive = small, poorly fitted or top-dose-only effect, or another doubt; inactive = no such curve, though single readings can be large; an effect the other way counts as inactive or inconclusive. Potency is the fitted concentration of half-maximal effect. Some of the compounds tested; count on the stated rates, not on these rows.
SMILES,NPSR antagonist,GAA spleen mod,GAA glycogen,Tau fluor counter,GAA inhib,ALDH1A1 inh,GLA spleen mod,Epigenetic derep
O=c1c2ccccc2nc(SCc2cn3ccsc3n2)n1-c1ccc(F)cc1,?,1%,-5%,-20%,-1%,?,1%,-0.1%
COC(=O)C1=C(C)N(Cc2ccc(OC)c(OC)c2)C(=O)C1,0%[46.1 µM],6%,-9%,-4%,-2%,2%,2%,-0.1%
CN(c1ccc(F)cc1)S(=O)(=O)c1ccc(Cl)c(C(=O)OCC(=O)NCc2ccco2)c1,-32%,-7%,-12%,-6%,-2%,-4%,3%,-1.2%
CC(=O)c1ccc(CCCCCCCCCC(=O)O)s1,8%[46.1 µM],6%,3%,-5%,-3%,20%,-12%,2.6%
O=C1c2ccccc2C(Nc2ccc3c(c2)OCCO3)N1c1ccc(Cl)cn1 (stereo unspecified),-21%[46.1 µM],3%,-22%,?,-7%,?,5%,-1.0%
O=C(O)c1ccc(NC(=S)NC(=O)c2cccc(COc3ccccc3)c2)cc1,52%,2%,-5%,-6%,7%,3.5µM*,-2%,0.0%
O=c1cc(N2CCc3ccccc3C2)[nH]c(=O)n1-c1ccc(Br)cc1,-12%[46.1 µM],1%,8%,-1%,3%,4%,-1%,-1.2%
O=C(CC1C(=O)NCCN1Cc1cccc(Oc2ccccc2)c1)NCCc1ccccn1 (stereo unspecified),-10%,12%,2%,-8%,-10%,?,-8%,3.0%
O=C(c1ccco1)N1N=C2CCCCCC2C1(O)C(F)(F)F (stereo unspecified),-29%,2%,-3%,11%[2.34 µM],7%,?,-11%,1.1%
COc1ccc(N/C=C/C(=O)c2ccc(OC)c(OC)c2)cc1,-31%,-2%,-29%,-27%,·,·,1%,-2.1%
CCCCOc1nc2c(c(=O)n(C)c(=O)n2C)n1C,3%[7.67 µM],5%,-6%,-11%,·,·,-17%,-0.3%
CCOc1ccc(N2CC(O)=C(c3nc4ccccc4c(=O)[nH]3)C2=N)cc1,-33%,-6%,-1%,2%,?,?,3%,-0.6%
O=C(CN(C(=O)c1cc2c(s1)CCC2)C1CCCC1)NCc1cccs1,-25%[46.1 µM],-7%,6%,-3%,-1%,16µM*,-5%,-0.7%
Cc1c(C(=O)N2CCCC2)sc(NC(=O)c2ccc(Cl)cc2)c1C#N,-1%[46.1 µM],-14%,-5%,-13%,-8%,-2%,-5%,-1.0%
CC(C)CC(OC(=O)c1ccco1)C(=O)NC1CCCCC1 (stereo unspecified),-1%[46.1 µM],-12%,1%,7%,1%,-1%,0%,-5.3%
Cc1cc(C)n(-c2nc3c(c(=O)[nH]c(=O)n3C)n2CC(C)C)n1,1%[46.1 µM],3%,10%,4%,-10%,-5%,-2%,0.0%
CC1=NN(c2ccccc2)C(=O)/C1=C\c1c(C)[nH]n(-c2ccccc2)c1=O,4%[46.1 µM],-7%,-3%,-18%,-2%,-2%,-11%,0.0%
CCOc1ccc(-c2cc(N)n(S(=O)(=O)c3cccc4nsnc34)n2)cc1,-15%,-3%,-4%,?,·,·,5%,-0.9%
O=C(NCc1ccccc1)c1cccc(COc2cc(Cl)ccc2Cl)c1,-45%,-5%,8%,-17%,-6%,18%,6%,-1.0%
CCc1sc(C(=O)Nc2ccsc2C(=O)OC)cc1Br,-17%[46.1 µM],-9%,2%,-10%,-14%,?,-28%,-0.1%

# 3 compounds picked at random from the list so far, as already listed:
SMILES,NPSR antagonist,GAA spleen mod,GAA glycogen,Tau fluor counter,GAA inhib,ALDH1A1 inh,GLA spleen mod,Epigenetic derep
CCOc1ccc(N2CC(O)=C(c3nc4ccccc4c(=O)[nH]3)C2=N)cc1,-33%,-6%,-1%,2%,?,?,3%,-0.6%
Cc1c(C(=O)N2CCCC2)sc(NC(=O)c2ccc(Cl)cc2)c1C#N,-1%[46.1 µM],-14%,-5%,-13%,-8%,-2%,-5%,-1.0%
CC(C)CC(OC(=O)c1ccco1)C(=O)NC1CCCCC1 (stereo unspecified),-1%[46.1 µM],-12%,1%,7%,1%,-1%,0%,-5.3%

# Other results:
SMILES,NPSR antagonist,GAA spleen mod,GAA glycogen,Tau fluor counter,GAA inhib,ALDH1A1 inh,GLA spleen mod,Epigenetic derep
CC(=O)Nc1ccc(S(=O)(=O)Nc2cc([N+](=O)[O-])ccc2C)cc1,-6%,-2%,11%,-5%,4%,-5%,-6%,2.8%
CC(=O)C1=C(c2ccccc2)N(C(C)=O)n2c(C)nnc2S1,-33%,-8%,-11%,-17%,-5%,?,3%,3.8%
Cc1c(NC(=O)Oc2ccccc2)sc(=S)n1C,-23%[46.1 µM],8%,-26%,-9%,6%,?,1%,-1.5%
CC(C)[C@H](NC(=O)c1ccccc1)C(=O)OCC(=O)Nc1ccc(Cl)cc1C(F)(F)F,-21%,-4%,10%,1%,0%,-10%,-3%,0.0%
O=C(NC1CCN(C(=O)N2c3ccccc3Sc3ccccc32)CC1)c1ccco1,-30%[46.1 µM],-3%,-1%,-17%,?,?,0%,-3.5%
O=C(/C=C/c1ccc(Cl)cc1)NC1CC2CCC1C2 (stereo unspecified),-34%,0%,1%,-2%,2%,-15%,8%,-0.1%
CCOC(=O)N1CCC(NC(=O)Cn2c3ccccc3c3cn[nH]c(=O)c32)CC1,-4%[46.1 µM],-7%,3%,0%,-5%,?,5%,0.3%
Cc1ccc(C)c(NC(=O)C2CC(=O)N(C(C)C)C2)c1 (stereo unspecified),3%[46.1 µM],-6%,2%,-1%,-2%,1%,3%,-2.3%
COc1ccc(OC)c(-n2c(SC)nnc2-c2c[nH]c3ccccc23)c1,-30%[46.1 µM],-2%,1%,-28%,-2%,?,-4%,-0.2%
O=C(CNS(=O)(=O)c1ccc2ccccc2c1)OCc1nnc(-c2ccccc2)o1,?,5%,1%,-7%,8%,-9%,0%,0.0%
CCCSc1cc(N2CCCC2)nc(-c2ccccc2)n1,-10%[46.1 µM],-3%,4%,-13%,0%,16%,-5%,-1.1%
CCOC(=O)Cc1csc(NC(=O)CSc2nnc(C)n2C)n1,5%[46.1 µM],-2%,4%,-4%,2%,7%,-3%,1.1%
Cc1ccccc1N1C(=O)CN(Cc2sccc2C)C1=S,8%,3%,-30%,-7%,?,-7%,11%,-0.9%
NC(=O)C[n+]1cccc2ccccc21,-5%[46.1 µM],9%,0%,-10%,-2%,?,10%,-0.2%
Cc1cccc[n+]1CC(=O)Nc1ccc([N+](=O)[O-])cc1Cl,-6%[46.1 µM],-2%,1%,2%,-2%,-4%,3%,-2.4%
CCCC1Cc2c(sc3ncnc(N)c23)CO1 (stereo unspecified),1%[46.1 µM],-19%,1%,-15%,-6%,?,-7%,0.1%
CC(/C=C1\SC(=S)N(CC(=O)N2CCN(c3ccccc3)CC2)C1=O)=C\c1ccccc1,-2%,-1%,13%,-22%,-6%,?,5%,0.0%
COc1ccc(N2C(=O)CC(Nc3cccc([N+](=O)[O-])c3)C2=O)cc1 (stereo unspecified),-5%,-2%,0%,-13%,·,·,1%,-6.8%
Cc1ccc(-c2nn(-c3ccccc3)cc2/C=N/NC(=O)c2ccncc2)o1,-21%,2%,-1%,?,4%,?,-5%,-1.8%
Cc1ccc(NC(=S)NNC(=S)Nc2ccc(C)cc2C)cc1,26%,-5%,?,0%,?,0.45µM*,-8%,-8.2%
C=CCn1c(SCc2ccc(C#N)cc2)nnc1-c1cccc(Cl)c1,-17%[46.1 µM],-1%,1%,-1%,-2%,-1%,-1%,-3.2%
CC1OC(OCC2OC(Oc3c(-c4ccc(O)cc4)oc4cc(O)cc(O)c4c3=O)C(O)C(O)C2O)C(O)C(O)C1O (stereo unspecified),-27%,-1%,?,-3%,·,1%,-11%,-2.9%
CCCCCCC[C@H](N)[C@H](O)C(=O)N(C)[C@@H](CCS(C)=O)C(=O)N[C@@H](Cc1ccc(O)cc1)C(=O)N[C@@H](Cc1ccc(O)cc1)C(=O)O (stereo partly specified),9%,1%,2%,6%,·,·,6%,1.1%
CC(C)(C)C1CCc2c(sc(NC(=O)c3cc(C4CC4)on3)c2C#N)C1 (stereo unspecified),-10%[46.1 µM],-2%,8%,-20%,-14%[15.4 µM],?,-6%,0.0%
O=C(CNC(=O)/C(=C/c1ccccc1)NC(=O)c1ccc(Br)cc1)OCc1ccccc1,1%,-8%,-6%,-13%,-8%,?,-8%,1.1%
Cc1ccc(NC(=O)c2ccccc2NS(=O)(=O)c2ccc(Cl)s2)cc1,-9%,2%,-3%,-18%,-3%,-13%,2%,-1.3%
CC1(C)CC(=O)C(Sc2ccccc2[N+](=O)[O-])=C(O)C1,3%,1%,-8%,-3%,-2%,7.1µM*,-4%,-6.1%
Cc1ccc(N2CCN(C(=O)N3CCOCC3)CC2)cc1C,-7%,-6%,?,4%[2.34 µM],10%,0%,-11%,-0.1%
Cc1ccc2c(c1)c1ncnc(N3CCOCC3)c1n2C,-12%[46.1 µM],14%,0%,-10%,?,?,?,-0.2%
C=CCN1C(=O)CN=C1Nc1cc(C)ccc1C,?,0%,4%,1%,-4%,3.5µM*,-17%,0.0%
CCOC(=O)CC1C(=O)NCCN1c1nc2c(C)cccn2c(=O)c1/C=C1\SC(=S)N(CC(C)C)C1=O (stereo unspecified),10µM*,-2%,-7%,-13%,·,·,-12%,7.9µM*
Cc1cc(=O)[nH]c(N/N=C/CCc2ccccc2)n1,-2%,1%,13%,-14%,-4%,?,4%,1.1%
CCOC(=O)c1cc(NC(=O)Nc2ccccc2OC)c(C)nc1C,-11%[46.1 µM],-5%,5%,?,-7%,3%,4%,3.2%
CCC(C)N1C(=O)c2ccccc2C1C(=O)NC1CCCCCC1 (stereo unspecified),-9%[46.1 µM],-1%,3%,-1%,1%,10%,6%,-1.1%
COc1ccc(-c2nc(CSCC(=O)N3CCc4ccccc4C3)c(C)o2)cc1OC,-10%[46.1 µM],-14%,-9%,-2%,-13%,?,-17%,0.0%
CC1CCCC(C)N1C(=O)COc1ccc([N+](=O)[O-])cc1Cl (stereo unspecified),-4%,-4%,-9%,-12%,4%,-4%,-3%,0.0%

# Entries above that bear a hit mark in Epigenetic derep:
structure	NPSR antagonist	GAA spleen mod	GAA glycogen	GAA inhib	ALDH1A1 inh	Epigenetic derep
CCOC(=O)CC1C(=O)NCCN1c1nc2c(C)cccn2c(=O)c1/C=C1\SC(=S)N(CC(C)C)C1=O (stereo unspecified)	10µM*	-2%	-7%	·	·	7.9µM*

# Compound activity as filed in PubChem.
